Bioassay records (PubChem)
PRMT1 FP inh = inhibitors of human PRMT1 | Q99873 | inhibition, % at 2.79 µM | 370,000 compounds, 1.3% hits | recombinant PRMT1, activity-based probe fluorescence polarization;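 active = inhibition above about 21% made by adding two undisclosed values, limit read from the data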
Target sequence (Q99873 whole entry, looked up): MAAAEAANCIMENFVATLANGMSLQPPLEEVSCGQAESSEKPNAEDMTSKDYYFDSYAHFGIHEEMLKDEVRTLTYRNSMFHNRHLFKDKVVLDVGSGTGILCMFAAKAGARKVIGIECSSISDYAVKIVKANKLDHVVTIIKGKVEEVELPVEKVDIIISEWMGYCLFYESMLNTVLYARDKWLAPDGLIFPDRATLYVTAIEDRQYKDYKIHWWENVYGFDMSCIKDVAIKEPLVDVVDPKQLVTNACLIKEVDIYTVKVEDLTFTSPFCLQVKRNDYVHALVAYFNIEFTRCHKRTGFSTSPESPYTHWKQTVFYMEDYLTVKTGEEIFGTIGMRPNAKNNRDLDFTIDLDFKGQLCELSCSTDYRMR
UHRF1 MBD2 ctr = human UHRF1 methylated DNA binding inhibitors. Q96T88. UHRF1 binding to methylated oligo, TR-FRET. inhibition, % at 4.4 µM. 370,000 compounds, 0.75% hits; in the data active = inhibition above about 21%;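 note: UHRF1 SRA domain binding a hemimethylated CpG hairpin DNA probe; 0% = median of test compound wells and 100% = reference inhibitor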
TCR CD3 inh = human TCR-CD3 binding inhibition | TAMRA-labeled TCR probe fluorescence, biochemical | inhibition, % at 9.4 µM | 360,000 compounds, 0.37% hits; in the data active = inhibition above about 19%;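 note: recombinant mutant TCR 2C K166C tagged with TAMRA read by polarization; 0% = receptor in buffer alone and 100% = receptor with positive control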
MBD2 inh = MBD2-methylated oligo binding inhibition; Q9UBB5; TR-FRET, MBD2 binding to methylated oligonucleotide; inhibition, % at 4.4 µM; 370,000 compounds, 0.31% hits; in the data active = inhibition above about 13%
LEDGF integ inh = blocks HIV-1 LEDGF/p75-dependent DNA integration | TR-FRET IN-LEDGF/p75 DNA integration, Eu/Cy5 | inhibition, % at 3.7 µM | 370,000 compounds, 0.64% hits | AID 743269;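 active = inhibition above the screen-wide mean plus 3 SD, cut at about 13% in these data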;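 note: signal is the Cy5 over europium emission ratio at 671 and 618 nm; 0% = plate median of compound wells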
TDP2 absorb = blocks human TDP2 phosphodiesterase activity; 370,000 compounds, 0.34% hits; O95551; inhibition, % at 12.8 µM; recombinant TDP2, T5PNP hydrolysis, p-nitrophenol absorbance 415 nm;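 active = inhibition above the mean of all tested compounds plus 3 SD, set per campaign, cut at about 25% in these data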;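 note: 0% = DMSO with enzyme and 100% = buffer with substrate but no TDP2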
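Assay system: recombinant human TDP2 / Reagent: T5PNP substrate at 5 mM, a TopII-DNA adduct mimic / Measured by: epi absorbance from released p-nitrophenol / Evaluation: % inhibition relative to enzyme-containing and enzyme-free wells / Control set: enzyme-free and DMSO wells / Replicates: each compound tested once, singlicate / Schedule: enzyme reaction with compound for 2 h at 37 °C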
Tn6 DDE FP = disrupts Tn6 cyclic peptide binding to fibrin D-Dimer-E complex; P02675; Fibrin DD(E) TRITC-Tn6 fluorescence polarization displacement; inhibition, % at 8.3 µM; 370,000 compounds, 0.21% hits;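 active = inhibition above a per-campaign cutoff: mean of compounds within control limits plus 3 SD, cut at about 15% in these data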;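 note: 0% = median of all compound wells on the plate and 100% = blocking peptide control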
Target sequence (P02675 whole entry, looked up): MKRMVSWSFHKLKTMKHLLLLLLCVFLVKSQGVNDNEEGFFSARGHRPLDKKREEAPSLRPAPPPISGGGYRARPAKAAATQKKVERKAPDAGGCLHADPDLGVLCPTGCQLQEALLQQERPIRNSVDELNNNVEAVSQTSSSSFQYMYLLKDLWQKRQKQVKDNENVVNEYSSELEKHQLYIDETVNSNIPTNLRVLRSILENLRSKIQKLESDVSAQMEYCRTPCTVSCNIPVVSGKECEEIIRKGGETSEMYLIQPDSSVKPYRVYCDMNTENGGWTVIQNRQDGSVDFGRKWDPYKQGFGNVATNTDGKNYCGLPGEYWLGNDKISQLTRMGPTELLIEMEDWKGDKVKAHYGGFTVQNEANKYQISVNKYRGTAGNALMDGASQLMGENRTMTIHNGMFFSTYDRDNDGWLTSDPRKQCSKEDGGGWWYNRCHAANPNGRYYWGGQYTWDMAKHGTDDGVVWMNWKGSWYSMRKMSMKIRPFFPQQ
Tn7 DDE FP = DD(E)-Tn7 binding inhibition, primary FP screen | FP displacement of FITC-Tn7 peptide from fibrin DD(E); 0% = median of compound wells per plate | 370,000 compounds, 0.13% hits | P02675 | AID 720508 | inhibition, % at 8.3 µM;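 active = inhibition above the mean of compounds falling within the control limits plus 3 SD of them, cut at about 14% in these data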;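 note: 0% = plate median of compound wells and 100% = 10 µM Aha-Tn7 peptide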
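Assay system: Human clot-derived fibrin DD(E) complex | Buffer or medium: Tris/NaCl/CaCl2 buffer, pH 7.8 | Repeats: One replicate per compound | Benchmarks: Aha-Tn7 high control | Measure: % inhibition scaled between sample-field median and high-control FP | Schedule: 10 min plus 3 h, room temperature | Signal: Fluorescence polarization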
SIAE primary = human SIAE inhibition, primary screen; Q9HAT2; SIAE FP-Rh probe binding, fluorescence polarization; inhibition, % at 9.66 µM; 370,000 compounds, 0.69% hits;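 active = inhibition above a cutoff: mean of compounds within the control limits plus 3 SD of those, cut at about 17% in these data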;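 note: 0% = plate median of compound wells and 100% = probe without SIAE protein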
proKLK7 act = activates the human kallikrein-7 zymogen. P49862. purified proKLK7, EDANS-DABCYL substrate fluorescence; 100% is mature enzyme control, 0% vehicle. activation, % at 7 µM. 370,000 compounds, 0.9% hits;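 active = activation above the mean of all tested compounds plus 3 SD, computed per campaign excluding outliers beyond control limits, cut at about 13% in these data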
* marks the source's active call; other numbers are inactive results; · = not tested or not shown.

SMILES	PRMT1 FP inh	UHRF1 MBD2 ctr	TCR CD3 inh	MBD2 inh	LEDGF integ inh	TDP2 absorb	Tn6 DDE FP	Tn7 DDE FP	SIAE primary	proKLK7 act
O=C(c1ccco1)N1CCN(Cc2ccccc2F)CC1	12	8	-5	9	2	1	-7	4	-9	-0.5
COc1ccc(NC(=O)OC(CN2CCCCC2)C(F)(F)F)cc1 (centres undefined)	0	4	-3	6	4	-9	-4	2	1	0.5
COCCn1ccc2c(OCC(=O)Nc3cc(OC)ccc3OC)cccc2c1=O	2	0	10	-4	2	-2	-1	-1	2	0.3
Cc1ccccc1OCC(=O)OCC(=O)NCC1CCCO1 (centres undefined)	0	1	9	-1	8	-1	2	-1	1	0.3
Cc1cccc(NC(=O)c2cc(-c3ccc(C)s3)nc3ccccc23)n1	1	2	-3	4	-7	-17	2	-4	-21	-92
Cc1cc(C)n(CC(O)COc2ccc3ccccc3c2)n1 (centres undefined)	0	-3	8	-3	-2	-7	2	2	-1	0.2
Cc1cc(Br)ccc1SCC(=O)OCC(O)=C(C#N)c1nc2ccccc2[nH]1	-1	1	-8	-3	-2	1	3	-3	-3	-1.1
CC(NC(=O)c1ccc(OC2CCN(Cc3ccccn3)CC2)cc1)c1nccs1 (centres undefined)	2	-2	1	-4	-1	-3	3	6	10	0.2
COc1ccc(NC(=O)CN2CCN(c3ccccc3C)CC2)cc1	1	79*	1	0	-1	3	4	0	-2	0.3
CN1C(=O)/C(=C/c2cc3c(cc2Br)OCO3)NC1=S	1	6	-3	0	2	-11	1	-8	-2	-0.8
CCc1ccc(N(C(=O)Cc2cccs2)C(C(=O)NC2CCCCC2)c2cn(C)nc2C)cc1 (centres undefined)	1	6	-5	-1	1	-5	-6	-2	1	0.5
Brc1ccc(-c2nn3c(-c4ccco4)nnc3s2)o1	53*	22*	19	6	15*	-6	-1	-4	1	-0.4
CC(=O)CC[C@H]1CC[C@]2(CCCN(C(=O)c3ccc4ccccc4n3)C2)O1	0	0	·	1	3	-4	4	-3	-4	0.3
CCn1cnc2c1c(=O)n(CC(=O)NN)c(=O)n2Cc1ccccc1	-1	0	3	-4	0	-1	2	-5	-3	0.3
CC1CCCCN1CCNS(=O)(=O)c1ccc2c(c1)oc(=O)n2C (centres undefined)	6	2	-5	4	-4	-3	-8	-3	-3	0.0
CCOC(=O)N1CCc2c(sc3c2c(=O)n(Cc2ccccc2)c(=O)n3CC(=O)NCCOC)C1	-2	2	-2	-2	-4	-1	9	9	0	-0.2
CC(=O)NC(Cc1ccccc1)C(=O)NC1CCN(c2ncccc2[N+](=O)[O-])CC1 (centres undefined)	1	3	-1	5	1	-4	-3	8	1	-0.5
Oc1c(Br)cc(Br)cc1CNc1cnc2ccccc2c1	12	-4	-4	-8	1	5	2	4	9	5.9
COc1ccccc1OCCNC(=O)c1cc([N+](=O)[O-])cc([N+](=O)[O-])c1	1	2	11	-4	-1	3	1	-2	-4	0.4
CCCCN(C(=O)C(C)Oc1cccc(Cl)c1)c1c(N)n(CCC)c(=O)[nH]c1=O (centres undefined)	0	3	-1	-2	2	-6	-10	-1	0	0.2
CS(=O)(=O)N1CCc2cc(C(=O)N3CCN(c4cccc(Cl)c4)CC3)ccc21	-5	0	8	-5	1	-17	-7	-12	-3	0.8
CCOC(=O)CSc1nc2sc3c(c2c(=O)[nH]1)CC(C)(C)OC3	-1	0	6	4	0	-5	-17	-4	2	-0.2
Cc1cccc(C)c1-n1c(C)nn(CCOc2ccccc2)c1=O	-2	1	0	-6	2	-4	1	0	2	-0.2
CC(=O)Nc1ccc(C(=O)CSc2ncn(-c3ccccc3)n2)cc1	2	0	5	-4	-2	13	-5	-2	-4	0.6
CCSc1ccccc1C(=O)Nc1cc(C)on1	2	-1	4	-5	0	12	-6	4	4	0.1
C=CCOC(=O)C1=C(C)Nc2nc3ccccc3n2C1c1ccncc1 (centres undefined)	-1	4	2	1	1	-13	-5	-4	1	4.1
CCOc1ccc(C(CC(=O)O)n2cnnn2)cc1OC (centres undefined)	-1	-3	3	-3	1	13	-2	-3	-1	-0.3
O=C(CCN1C(=O)/C(=C\c2ccc(F)cc2)SC1=S)Nc1ccc(O)cc1	-4	-1	2	0	3	4	0	-5	4	-0.3
COCCN(C(=S)Nc1ccccc1OC)C1CCN(C(C)=O)CC1	-1	-2	5	-3	-1	11	1	1	2	-0.4
Cc1c(Br)c(C(N)=O)nn1C	-4	0	1	0	1	3	2	-7	-3	0.4
Cc1noc(C)c1COc1ccc(C(=O)NCCc2ccccn2)cc1	-2	0	-3	-3	0	-5	-4	1	-7	-0.5
NC(=O)C(c1ccc(Br)cc1)c1ccc(C(=O)c2ccccc2)cc1 (centres undefined)	0	-3	3	4	-1	4	3	6	6	1.1
Cc1n[nH]c(C)c1CCOc1ccc(C(C)C)cc1	0	3	8	4	8	2	4	0	-4	0.9
COCCNC(=O)C(=O)Nc1cc2c3c(c1)CCC(=O)N3CCC2	1	0	0	-1	-3	13	-4	-2	7	0.4
O=C(Cc1cccc2ccccc12)NC(NC(=S)Nc1ccccc1Cl)C(Cl)(Cl)Cl (centres undefined)	-2	-3	8	-2	-4	9	25*	2	-69	-0.9
Cc1ccc2cc(NC(=O)c3cccc(F)c3)ccc2n1	-7	-1	5	-3	2	-4	-4	7	-2	1.2

Entries shown so far with a nitro group on carbon:
SMILES	PRMT1 FP inh	UHRF1 MBD2 ctr	TCR CD3 inh	MBD2 inh	LEDGF integ inh	TDP2 absorb	Tn6 DDE FP	Tn7 DDE FP	SIAE primary	proKLK7 act
CC(=O)NC(Cc1ccccc1)C(=O)NC1CCN(c2ncccc2[N+](=O)[O-])CC1 (centres undefined)	1	3	-1	5	1	-4	-3	8	1	-0.5
COc1ccccc1OCCNC(=O)c1cc([N+](=O)[O-])cc([N+](=O)[O-])c1	1	2	11	-4	-1	3	1	-2	-4	0.4

Ordered by the number under MBD2 inh (high to low): some entries from above
SMILES	PRMT1 FP inh	UHRF1 MBD2 ctr	TCR CD3 inh	MBD2 inh	LEDGF integ inh	TDP2 absorb	Tn6 DDE FP	Tn7 DDE FP	SIAE primary	proKLK7 act
Cc1c(Br)c(C(N)=O)nn1C	-4	0	1	0	1	3	2	-7	-3	0.4
COCCNC(=O)C(=O)Nc1cc2c3c(c1)CCC(=O)N3CCC2	1	0	0	-1	-3	13	-4	-2	7	0.4
Cc1noc(C)c1COc1ccc(C(=O)NCCc2ccccn2)cc1	-2	0	-3	-3	0	-5	-4	1	-7	-0.5

Following part:
SMILES	PRMT1 FP inh	UHRF1 MBD2 ctr	TCR CD3 inh	MBD2 inh	LEDGF integ inh	TDP2 absorb	Tn6 DDE FP	Tn7 DDE FP	SIAE primary	proKLK7 act
NC(=O)C1CCN(C(=O)C2CC(=O)N(Cc3ccccc3)C2)CC1 (centres undefined)	4	0	1	-1	0	7	9	3	-4	-0.8
C#CCN1CC(COc2ccccc2)Oc2cccc(Oc3ccc(C(C)C)cc3)c2S1(=O)=O (centres undefined)	0	0	7	-3	-5	3	-1	6	-4	-0.3
CC(c1ccccc1)N1CC(C(=O)Nc2ccc(F)cc2)CC1=O (centres undefined)	-2	15	-2	3	-4	2	1	3	1	0.0
OC(c1ccco1)c1nc(-c2ccc(F)c(Cl)c2)cs1 (centres undefined)	-1	1	-4	-2	-1	-6	-7	-10	-8	-1.5
CN1CCN(Cc2coc3c(Cl)cc(Cl)cc3c2=O)CC1	1	3	2	4	0	5	5	5	-13	0.7
COc1ccc(-c2cn(CCC(=O)O)c(-c3ccncc3)n2)cc1	2	1	-3	0	-1	4	5	-2	2	0.1
CCCC(=O)Nc1nc(-c2ccccc2)c(CC)s1	1	-1	3	3	0	-2	-6	0	-3	0.0
CCOC(=O)c1c(NC(=O)COc2cccc3c2CCN(CC)C3=O)sc2c1CCC2	3	0	-4	4	-1	3	7	4	-3	-0.5
CC(C)CNc1oc(-c2ccc(F)cc2)nc1C#N	1	1	-1	-1	-3	0	-3	9	2	-0.3
COc1ccccc1NC(=O)c1cc2cc(Br)ccc2oc1=N	5	1	-4	0	1	-6	2	1	3	0.0
Cc1noc(C(=O)NCc2ccc(F)cc2)c1Cl	3	1	-8	-1	-3	-1	2	3	-3	-0.2
CC1CCCC(C)N1C(=O)c1cc(-c2ccc(Cl)c(Cl)c2)on1 (centres undefined)	-3	-1	6	-2	-3	1	0	5	-1	0.0
Cc1ccc(CNC(=O)c2cccc(OCc3c(C)noc3C)c2)cc1	-2	-4	14	2	0	3	-2	4	10	-0.4
CC(C)C[C@H](NC(=O)c1ccc(Cl)cc1Cl)C(=O)N1CCC[C@H]1C(=O)NCc1ccccc1	1	-1	-3	1	-1	-4	2	0	6	0.4
O=[N+]([O-])c1c(NCc2ccco2)ncnc1NCc1ccco1	4	0	-3	7	2	4	6	-5	5	0.4
COC(=O)CSc1nc2cc(OC)ccc2cc1C#N	2	2	-2	0	-3	-3	-2	2	-4	-0.3
O=C1C(=O)N(CCCn2ccnc2)C(c2cccc(Br)c2)/C1=C(\O)c1ccc2c(c1)OCCO2 (centres undefined)	1	-5	-1	-4	-4	2	15	13	0	0.0
Cc1ccc2nc(NC(=O)c3ccc(N4C(=O)CCC4=O)cc3)sc2c1	2	11	-8	4	5	-3	-8	-5	-8	-0.1
CCOc1ccc2[nH]c(=O)c(CN(CCO)C(=O)c3ccccc3F)cc2c1	2	1	-1	-6	0	-16	-3	4	3	1.8
CC(=NNC(=O)c1cc(C)nc2ccccc12)c1ccc(N2CCOCC2)cc1	-2	-1	0	-2	-3	4	4	3	3	0.5
Cc1cccc(OC(C)C(=O)N2CCN(Cc3ccc4c(c3)OCO4)CC2)c1 (centres undefined)	0	3	-4	1	-5	-10	0	0	-2	-0.3
COc1ccc(C(=O)Nn2c(C)nnc2-n2nc(C)cc2C)cc1OC	1	1	-2	-6	2	-6	-6	-9	2	0.1
CCc1[nH]nc2c1C(c1ccncc1)C(C#N)=C(N)O2 (centres undefined)	3	-5	6	-3	-1	10	0	7	0	0.2
NC(=O)C1CCCN(CC(=O)Nc2ccccc2C(=O)NC2CC2)C1 (centres undefined)	-2	0	-4	-1	2	12	0	-1	9	-0.5
Cc1ccc(Nc2nc(N)nc(CN3CCCCCC3)n2)cc1	1	4	-3	-1	1	-9	-13	-9	-2	-0.1
Cc1ncc(CO)c(/C=N/NC(=S)Nc2ccc(C(C)C)cc2)c1O	1	-5	14	0	1	5	4	-5	18*	-64
Cc1cc(C(=O)NC2CCCCCCC2)ccc1[N+](=O)[O-]	-1	-1	4	-6	4	1	0	0	4	0.6
C[C@@H]1CN([C@H](C)CO)C(=O)CCCn2nncc2CO[C@@H]1CN(C)C(=O)OCc1ccccc1	6	2	-2	9	-2	-7	-14	4	4	-0.9
Cc1cccc(N2CCN(C(=O)CCn3c(=O)[nH]c4ccccc4c3=O)CC2)c1C	3	3	-2	2	4	-1	-1	2	-1	0.2
C[C@H]1CN(S(=O)C(C)(C)C)[C@@H](CCO)/C1=C\CCO (some centres undefined)	-4	-2	-2	-3	3	-1	-5	-1	2	0.0
